From PubChem
PriA SSB inh = K. pneumoniae PriA-SSBct interaction inhibition. AlphaScreen SSBct-PriA binding, biotinylated peptide. inhibition, % at 33 µM. actives 0.6% (n = 430,000); in the data active means inhibition mostly above about 37%, no sharp cut-off; inactive means mostly below about 20%;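 further: plate controls were negative control peptide for no effect and reference peptide for full effect; strong numbers were not always called active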
3CLpro inhibitor = SARS-CoV 3CLpro protease inhibition; P0C6X7; recombinant SARS-CoV 3CLpro, quenched FRET peptide cleavage; inhibition, % at 6 µM; actives 0.14% (n = 290,000); in the data active means inhibition above about 12%
MazF activator = increases E. coli MazEF RNase cleavage of RNA. activation, % at 20 µM. FAM/BHQ RNA-DNA oligo cleavage fluorescence, 5 h. P0AE70. actives 0.32% (n = 350,000); in the data active means activation above about 50%
Target sequence (P0AE70 whole entry, looked up): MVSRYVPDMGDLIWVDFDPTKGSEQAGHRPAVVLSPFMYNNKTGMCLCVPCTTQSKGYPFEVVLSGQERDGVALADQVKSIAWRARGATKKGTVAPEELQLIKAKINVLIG
Y pestis TopoI = blocks Yersinia pestis topoisomerase I activity; Y. pestis Topo-I cleavage product accumulation, plate reader; activity, % at 10 µM; actives 0.064% (n = 360,000); AID 504884; in the data active means activity above about 50%, passing the limit was not always enough; inconclusive means no clear call, values can overlap the other calls; further: inactives centre near 2
Anthrax LF inh2 = anthrax lethal factor protease inhibition; AID 588501; actives 0.12% (n = 360,000); inhibition, % at 10 µM; multiplex microsphere protease cleavage assay, LF; in the data active means inhibition above about 30%; inconclusive means no clear call, values can overlap the other calls; further: plate controls were buffer without enzyme for full effect and enzyme alone for no effect
Target sequence (P15917 whole entry, looked up): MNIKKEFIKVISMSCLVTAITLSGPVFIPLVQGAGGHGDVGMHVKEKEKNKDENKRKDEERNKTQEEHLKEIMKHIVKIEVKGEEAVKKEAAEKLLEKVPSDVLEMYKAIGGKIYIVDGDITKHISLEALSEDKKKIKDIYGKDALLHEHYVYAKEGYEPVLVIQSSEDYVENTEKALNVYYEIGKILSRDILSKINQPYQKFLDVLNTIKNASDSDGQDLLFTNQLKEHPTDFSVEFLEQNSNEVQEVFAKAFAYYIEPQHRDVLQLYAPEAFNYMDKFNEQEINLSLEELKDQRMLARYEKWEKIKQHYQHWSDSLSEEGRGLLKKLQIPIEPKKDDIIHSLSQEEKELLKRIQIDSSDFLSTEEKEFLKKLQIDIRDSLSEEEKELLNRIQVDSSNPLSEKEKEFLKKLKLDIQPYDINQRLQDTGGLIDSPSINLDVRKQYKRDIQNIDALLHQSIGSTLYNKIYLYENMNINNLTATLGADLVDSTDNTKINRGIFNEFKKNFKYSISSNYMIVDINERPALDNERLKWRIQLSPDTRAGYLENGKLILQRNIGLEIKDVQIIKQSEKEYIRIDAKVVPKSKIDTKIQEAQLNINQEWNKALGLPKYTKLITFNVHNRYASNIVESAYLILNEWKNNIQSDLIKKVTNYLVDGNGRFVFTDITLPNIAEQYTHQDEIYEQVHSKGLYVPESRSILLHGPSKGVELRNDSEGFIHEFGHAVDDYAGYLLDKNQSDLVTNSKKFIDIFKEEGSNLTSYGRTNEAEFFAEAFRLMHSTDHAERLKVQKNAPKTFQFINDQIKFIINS
VHR inh abs = inhibitors of human VHR1 phosphatase (DUSP3) | recombinant VHR phosphatase, pNPP absorbance | inhibition, % at 13.3 µM | actives 0.52% (n = 290,000); in the data active means inhibition above about 50%; further: some compounds called inactive have numbers as strong as hits
Target sequence (P51452 whole entry, looked up): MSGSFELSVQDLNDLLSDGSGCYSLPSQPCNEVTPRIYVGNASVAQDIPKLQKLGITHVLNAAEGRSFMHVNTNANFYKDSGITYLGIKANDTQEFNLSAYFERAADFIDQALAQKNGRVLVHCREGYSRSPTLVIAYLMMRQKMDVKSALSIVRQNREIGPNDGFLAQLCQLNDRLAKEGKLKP
TcdB GH inh = blocks C. difficile toxin B glycohydrolase activity | AID 652162 | inhibition, % at 9.99 µM | TcdB glycohydrolase enzymatic assay, plate reader | actives 0.24% (n = 350,000); in the data active means inhibition above about 10%
Vc quorum ag = induces V. cholerae light production without autoinducers; V. cholerae BH1578 lux reporter, luminescence, 6 h; activation, % at 18.7 µM; actives 0.16% (n = 350,000); AID 588436; in the data active means activation mostly above about 9.7%, no sharp cut-off; inconclusive means no clear call, values can overlap the other calls; inactive means mostly below about 3.7%; further: not every result past the cut was called active; inactives centre near 0; reference of the scale not given here
PfHsp40 yeast = compounds rescuing yeast from Plasmodium falciparum HSP40 toxicity; S. cerevisiae expressing PfHsp40, growth rescue, ATP luminescence; growth rescue, % at 12.5 µM; actives 0.68% (n = 340,000); AID 504582; in the data active means growth rescue above about 28%, passing the limit was not always enough; inconclusive means no clear call, values can overlap the other calls;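 further: yeast W303a lacking pdr1 and pdr3 grown in galactose medium; growth measured after three days at 30 °C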
Rv3671c inh = inhibitors of M. tuberculosis serine protease Rv3671c | actives 0.048% (n = 320,000) | P9WHR9 | inhibition, % at 5.96 µM; in the data active means inhibition above about 38%;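 further: extracellular domain of Rv3671c used as enzyme; 0% = enzyme with DMSO and 100% = no enzyme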
* hit, by the source's call; i = inactive; u = inconclusive; x = no result given; & = joins results of further samples.

Start of the data: the first 2 records (preview)
SMILES	PriA SSB inh	3CLpro inhibitor	MazF activator	Y pestis TopoI	Anthrax LF inh2	VHR inh abs	TcdB GH inh	Vc quorum ag	PfHsp40 yeast	Rv3671c inh
CC1CCN(C(=O)CSc2ccc(-c3ccccc3)nn2)CC1	-4	1	-5	10	-2	-7	0.6	i	-0.2	-5
COc1cc(OC)cc(C(=O)NC(=S)N2C[C@H]3C[C@H](C2)c2cccc(=O)n2C3)c1	-2	-4	-3	0	2	17	-8.2	-0.6	-0.5	-4

The whole of this part, repeating the preview:
SMILES	PriA SSB inh	3CLpro inhibitor	MazF activator	Y pestis TopoI	Anthrax LF inh2	VHR inh abs	TcdB GH inh	Vc quorum ag	PfHsp40 yeast	Rv3671c inh
CC1CCN(C(=O)CSc2ccc(-c3ccccc3)nn2)CC1	-4	1	-5	10	-2	-7	0.6	i	-0.2	-5
COc1cc(OC)cc(C(=O)NC(=S)N2C[C@H]3C[C@H](C2)c2cccc(=O)n2C3)c1	-2	-4	-3	0	2	17	-8.2	-0.6	-0.5	-4
Nn1c(SCc2ccccc2)nc2c(cnn2-c2ccccc2)c1=O	-23	-1	2	5	-4	5	-0.1	i	0.8	-12
CC1CCN(C(=O)c2ccc(N3CC4CC(C3)c3cccc(=O)n3C4)c([N+](=O)[O-])c2)CC1 (centres undefined)	-10	4	8	7	-2	17	x	-0.7	-1.2	2
O=C(NC1CCCN(C2Cc3ccccc3C2)C1)c1ccc(F)cc1Cl (centres undefined)	-5	6	13	7	-1	2	0.5	i	-1.7	-3
CCc1c(O)nc(SCC(=O)Nc2ccccc2OC)n(-c2ccccc2C)c1=O	-3	-6	14	-8	0	2	1.2	-0.3	0.1	-11
CCCCN(C)C(=O)C(Cc1ccccc1)NS(=O)(=O)c1ccc2c(c1)CCC(=O)N2 (centres undefined)	1	0	4	-3	-1	29	-0.3	-0.2	-0.7	10
COc1cccc(C(=O)NC(=S)Nc2ccc(Cl)cc2C(=O)O)c1	-2	2	-4	16	-5	10	0.1	-0.8	0.1	5
CC(C)C[C@H](NC(=O)C1CC(=O)N(c2ccc3c(c2)OCCO3)C1)C(=O)N1CCCCC1 (some centres undefined)	-6	4	10	16	0	34	0.3	-0.5	1.1	0
COC(=O)CC1(Cc2ccccc2)C(=O)NC(=O)NC1=O	-4	-5	14	0	-1	-9	x	0.3	-1.6	0
CCOC(=O)CSc1nnc([C@H](CC(C)C)NC(=O)OC(C)(C)C)o1	-7	2	-6	2	-3	5	x	-0.4	-0.9	x
CSCCC(C(=O)N1C[C@]2(C)C[C@H]1CC(C)(C)C2)N1C(=O)c2ccccc2C1=O (some centres undefined)	1	-1	4	24	2	8	x	i	-0.5	0
CCC(C)NC(=O)C1CCN(S(=O)(=O)N2CCC3(CC2)OCCO3)CC1 (centres undefined)	-25	-5	4	11	0	-3	2.1	-0.1	-1.4	6
Cc1cccc(C(=O)OCC(=O)NC(=O)NC2CCCCC2)c1	x	x	-5	23	-10	x	0.7	-0.7	x	x
COc1cc(C(=O)NCc2cn3ccsc3n2)cc(OC)c1OC	-7	1	-10	-2	-8	x	x	-0.6	0.2	5
CCCc1ccc2oc(C(=O)N3CCC(N4CCCC(O)C4)CC3)c(C)c2c1 (centres undefined)	7	-2	0	10	-1	34	2.4	-2.6	-1.8	-5
COC(=O)CSc1nnc2n1C(C)(C)Cc1ccccc1-2	-5	0	9	16	0	6	x	i	-0.3	2
CCNC(=O)C1(C)CCN(C(=O)c2c(F)cccc2F)C1 (centres undefined)	x	x	x	-2	0	x	1.0	i	x	x
CC(=O)Nc1ccc(S(=O)(=O)Oc2ccc(C=O)cc2)cc1	-9	-2	2	-2	-1	-3	x	-0.2	-0.7	-8
CN(C)c1cc[n+](/C(C(=S)Nc2ccc(SC(F)F)cc2)=C(/[O-])c2ccccc2)cc1	x	0	3	-4	-3	11	-0.2	i	-0.5	-3
FC(F)(F)c1cc(NC2CCCCC2)ccn1	-2	-2	-3	-7	2	11	0.6	-0.5	-2.4	-6
C[C@H](CO)N1C[C@H](C)[C@@H](CN(C)C(=O)Nc2ccc(C(F)(F)F)cc2)Oc2ccc(NS(=O)(=O)c3cn(C)cn3)cc2C1=O	-6	x	-7	7	-7	x	0.6&2.0	-0.8	-0.8	1
CC(C)c1ccc(C2(C)NC(=O)N(CC(=O)NCC3COc4ccccc4O3)C2=O)cc1 (centres undefined)	3	x	5	2	4	x	0.8	i	1.7	0
COc1cccc(CN2CCNC(=O)C2CC(=O)NC2Cc3ccccc3C2)c1 (centres undefined)	6	-1	-6	-1	-1	5	0.5	x	-1.1	1
COC(=O)c1cccc(NC(=O)CSc2nnc(-c3ccco3)o2)c1	-7	3	0	4	5	7	-0.3	-0.2	5.9	-3
O=C(CCC(=O)NNC(=O)Nc1ccc(Cl)cc1)NCc1ccccc1	-15	1	3	5	0	30	-0.9	-0.3	0.6	0
COc1ccccc1NC(=O)NNC(=O)CCN1CCOCC1	-8&-10	-4	-3	8	-4	57*	0.7	0.0	0.7	-1
COc1ccccc1N1CCN(C2CCCN(C(=O)COc3ccccc3Cl)C2)CC1 (centres undefined)	9	1	3	33	-6	25	2.0	i	-1.1	x
COc1ccccc1OCC(=O)NC1CCCc2ccccc21 (centres undefined)	-4	-1	-9	10	2	29	0.5	-0.2	-1.3	-4
CC(C)(C)c1ccc(C(=O)Nc2ccc(Cl)cc2)cc1	-7	2	-5	-5	-1	-2	0.4	-0.2	-0.2	-6
Cc1cc(C(=O)NCCCc2ccccc2)no1	0	-2	-7	-5	-2	-4	2.5	-0.3	-0.8	-3
COC(=O)c1ccc(CSc2nnc(NC(=O)c3cc4c(s3)CCCC4)s2)cc1	0	8	-1	0	1	-32	x	i	-0.1	1
Cc1nc(C(=O)N2CCCC(Nc3ccc(C)c(C)c3)C2)cs1 (centres undefined)	-3	-4	-2	-2	-1	7	-5.6	-0.7	-4.7	x
CCNC(=O)C1(C)CCN(C(=O)c2ccc(OC(F)F)cc2)C1 (centres undefined)	x	x	x	11	-2	x	-0.7	i	x	x
COc1ccc(N(Cc2cc3cc(OC)ccc3[nH]c2=O)S(C)(=O)=O)cc1	-27	0	-4	2	-1	13	x	i	-1.2	-14
O=C(NC(=S)NNC(=O)c1cc2ccccc2cc1O)c1ccco1	9	1	-3	-7	-3	26	1.3	-0.2	-1.8	22
C/C=C/c1ccc(OCC(=O)OCC(=O)Nc2c(C)nn(-c3ccccc3)c2C)c(OC)c1	5	x	-3	10	5	x	1.6	-2.4	0.0	7
O=C(NC12CC3CC(CC(C3)C1)C2)N1CCC(O)CC1	-10	-1	8	-8	2	4	x	i	-0.5	-5
O=C1CC2C(CCC23OCCO3)c2ccc3ccccc3c21 (centres undefined)	-14	x	8	17	-2	x	2.0	x	2.5	x
CC(C)N(CCNCC(O)COc1ccc(C(C)(C)c2ccccc2)cc1)C(C)C (centres undefined)	-9	5	12	-11	-6	13	4.4	-0.4	-0.3	3

Some values from the list:
TcdB GH inh, `C/C=C/c1ccc(OCC(=O)OCC(=O)Nc2c(C)nn(-c3ccccc3)c2C)c(OC)c1` stands at 1.6
MazF activator, `COc1cccc(CN2CCNC(=O)C2CC(=O)NC2Cc3ccccc3C2)c1` (centres undefined) stands at -6
MazF activator, `COC(=O)c1ccc(CSc2nnc(NC(=O)c3cc4c(s3)CCCC4)s2)cc1` stands at -1
Anthrax LF inh2, `CC(C)N(CCNCC(O)COc1ccc(C(C)(C)c2ccccc2)cc1)C(C)C` (centres undefined) stands at -6

(cont.)
SMILES	PriA SSB inh	3CLpro inhibitor	MazF activator	Y pestis TopoI	Anthrax LF inh2	VHR inh abs	TcdB GH inh	Vc quorum ag	PfHsp40 yeast	Rv3671c inh
O=C(NNC(=O)c1ccccc1O)c1ccc(NS(=O)(=O)c2ccc(F)cc2)cc1	x	x	-6	-3	-3	x	0.5	i	1.4	1
COc1ccccc1N1CCN(C(=O)C(C)CS(=O)(=O)c2ccc3c(c2)NC(=O)CS3)CC1 (centres undefined)	12	0	-3	19	-1	-7	0.5	-0.3	1.5	0
O=c1c(Cl)c(N2CCC3(CC2)OCCO3)cnn1C12CC3CC(CC(C3)C1)C2	-5	2	5	-6	x	30	0.2	-0.4	x	-5
COc1ccc(NC(=O)CSc2nc(SC)ns2)c(OC)c1	-28	-4	-2	13	1	16	0.7	-0.8	-0.1	-9
Cc1ccc(Cn2ncc(C)c2N)o1	5	2	-12	-1	-4	25	0.7	-0.3	-0.1	2
CCCc1cc(=O)[nH]c(SCc2csc(-c3ccccc3)n2)n1	-1	2	-1	14	-2	7	-1.0	-0.2	-0.7	-2
COc1cc(C(=O)COC(=O)CNC(=O)C2CCCCC2)cc(OC)c1OC	0	1	5	4	-8	35	x	0.8	-0.9	3
COc1ccc(OC)c(C2C(C(=O)c3cc4ccccc4o3)=C(O)C(=O)N2c2cc(C)on2)c1 (centres undefined)	-11	0	3	12	-9	12	x	i	0.6	5
N#CCC(=O)Nc1ccc(C(=O)OCC(=O)C23CC4CC(CC(C4)C2)C3)cc1	-4	x	-16	-6	-6	x	2.5	-1.0	-1.5	-20
COc1ccc([N+](=O)[O-])cc1C(=O)Nc1ccc(Cc2ccncc2)cc1	2	1	5	6	0	8	1.4	i	-0.2	-2
O=C(/C=C/c1ccc(F)cc1)NNC(=O)CCN1CCN(Cc2ccccc2)CC1	-14	4	-9	-15	5	-9	1.2	3.0	-1.0	-2
Oc1ccc(C[C@@H]2CNCCN2CCc2cccc3ccccc23)cc1	6	x	1	-5	-7	x	1.0	-0.4	-0.1	2
CC[C@]12c3[nH]c4ccccc4c3CCN1C(=O)C(CC(=O)NCCCN(C)C)C[C@@H]2C(=O)N1CCN(C(=O)C2CC2)CC1 (some centres undefined)	17	x	-11	-4	-4	x	1.6	i	-1.9	-3
COc1cc(CNc2ncnc3c2ncn3[C@H]2CN(Cc3ccc(Cl)cc3)C[C@@H](CO)O2)cc(OC)c1OC	x	x	x	12	-3	x	0.8	3.0	x	x
CCCCCC(O)(c1ccc(OC)cc1)C(CN1CCOCC1)c1ccccc1 (centres undefined)	-6	3	0	-2	5	7	0.6	i	-0.8	-2
CCOC(=O)CCn1nnc(N)n1	-10	-6	4	2	-2	-16	1.1	-0.4	1.8	-7
O=C(Nc1ccc(-n2cnnn2)cc1)c1cn2ccccc2n1	-7	-4	-86	-7	0	10	1.6	0.7	0.0	-4
NS(=O)(=O)c1ccc(NC(=O)CCC2CCCCC2)cc1	7	4	0	-13	-1	29	x	i	-1.2	-3
N/C(Cc1cccs1)=N\OC(=O)COc1ccccc1	i	-2	3	1	2	12	x	i	1.9	10
O=C1CC2OCC=C3CN4CCC56c7ccccc7N1C5C2C3CC46O (centres undefined)	x	x	x	10	6	x	0.9	-0.1	x	x
CCOc1ccc2nc(SCc3cccc(C)c3)nc(C)c2c1	0	-1	2	-10	1	-35	x	-0.1	-0.1	6
O=C1CCC([N+](=O)[O-])C(c2ccc(C(F)(F)F)cc2)N1 (centres undefined)	-2	x	-4	1	-10	x	1.0	i	-0.9	4
O=C(NCc1nc2ccccc2[nH]1)C1CCCCC1	-12	2	-10	-15	-6	22	-0.2	-0.4	0.1	-2
N#C/C(=C\c1ccco1)C(=O)Nc1cccc2ncccc12	7	-1	17	3	1	16	0.7	0.9	0.3	3
O=C(NNC(=O)c1ccc2nonc2c1)Nc1ccc(Cl)cc1	-7	1	9	-3	x	2	0.5	-0.6	x	8
COCCN(Cc1ccccc1)C(=O)C1CCN(C(=O)Nc2ccccc2)CC1	-13	x	7	2	x	x	1.6	-0.5	-1.8	9
O=C(CCc1nc2ccccc2c(=O)[nH]1)Nc1cc(Cl)ccc1N1CCCCC1	5	x	-9	27	-1	x	0.4	2.9	1.1	-9
CSc1ccc(C(=O)Nc2cc(S(=O)(=O)N3CCOCC3)ccc2N2CCOCC2)cc1[N+](=O)[O-]	5	x	1	25	-4	x	-0.4	1.8	0.5	x
O=C(CCc1c[nH]c2ccccc12)NCc1ccc2c(c1)OCO2	11	7	1	-6	-2	4	x	i	1.4	6
CCOC(=O)C(NC(=O)CC)(N1CCc2ccccc2C1)C(F)(F)F (centres undefined)	-4	2	1	-5	-1	0	x	-0.6	u	3

The list is partial (hit frequency here may not be typical).
